PfM18AAP inh = PfM18AAP enzyme inhibition | recombinant PfM18AAP, H-Glu-NHMec fluorogenic cleavage | inhibition, % at 7.35 µM | hit rate 1.2% among 290,000;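 active = inhibition above the campaign mean inhibition over all tested compounds plus 3 SD, cut at about 28% in these data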;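 also: 0% = plate median of test compound wells and 100% = 2 mM ZnCl2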
V1R ag counter = activates human V1a receptor in oxytocin agonist counter-screen | CHO-V1R cells, Fluo-8 calcium fluorescence, agonist mode; 0% DMSO, 100% 3 nM vasopressin | activation, % at 3 µM | hit rate 0.25% among 320,000;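 active = activation above the mean activation of all tested compounds plus 3 SD, per screening run, cut at about 20% in these data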;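 also: signal is peak over basal fluorescence ratio across a 100 second FLIPR read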
Target sequence (P37288 whole entry, looked up): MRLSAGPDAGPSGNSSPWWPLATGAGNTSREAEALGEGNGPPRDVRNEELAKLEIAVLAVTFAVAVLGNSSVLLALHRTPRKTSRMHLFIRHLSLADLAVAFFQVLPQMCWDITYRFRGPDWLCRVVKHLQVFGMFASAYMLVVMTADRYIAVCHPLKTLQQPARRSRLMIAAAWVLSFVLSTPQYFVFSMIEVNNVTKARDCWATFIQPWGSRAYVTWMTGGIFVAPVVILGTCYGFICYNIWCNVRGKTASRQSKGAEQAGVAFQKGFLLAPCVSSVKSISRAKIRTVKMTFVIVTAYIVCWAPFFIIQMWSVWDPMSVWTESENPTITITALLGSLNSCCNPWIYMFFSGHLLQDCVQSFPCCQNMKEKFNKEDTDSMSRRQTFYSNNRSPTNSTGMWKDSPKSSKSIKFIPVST
GPR7 antag = human neuropeptides B/W receptor 1 antagonism; P48145; GPR7-expressing cells, fluorescence antagonist assay; inhibition, % at 4.4 µM; hit rate 1.1% among 290,000; in the data active = inhibition above about 16%, passing the limit was not always enough;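 also: cells stimulated with the agonist NPW; 0% = agonist with vehicle and 100% = vehicle without agonist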
Target sequence (P48145 whole entry, looked up): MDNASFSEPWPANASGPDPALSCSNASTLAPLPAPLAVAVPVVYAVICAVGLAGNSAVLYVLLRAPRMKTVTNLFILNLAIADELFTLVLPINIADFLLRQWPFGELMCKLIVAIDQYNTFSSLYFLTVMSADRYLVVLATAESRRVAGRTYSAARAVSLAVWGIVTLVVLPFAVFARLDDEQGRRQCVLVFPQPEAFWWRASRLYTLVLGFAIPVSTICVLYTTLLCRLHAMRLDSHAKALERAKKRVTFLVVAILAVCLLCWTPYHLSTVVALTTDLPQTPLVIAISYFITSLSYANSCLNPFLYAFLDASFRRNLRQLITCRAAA
MEKK2 mut-MEK5 = signal of MEK5 binding to mutant human MEKK2 PB1 domain; hit rate 0.35% among 290,000; bead flow cytometry, Alexa488-MEK5 binding to MEKK2 mutant; percent response, % at 10 µM; in the data active = percent response above about 24%, passing the limit was not always enough; also: inactives centre near 1; some results filed as inactive read as strong as hits
MEKK2 WT-MEK5 = raises or lowers MEK5 binding to wildtype human MEKK2 PB1 domain; AID 1531; Q9Y2U5; bead flow cytometry, Alexa488-MEK5 binding to MEKK2 WT; actives lie on both sides; hit rate 1.1% among 290,000; binding response (% of control), % at 10 µM; in the data active = binding response below about 67% or above about 130%
OXTR agonist = activates the human oxytocin receptor; activation, % at 3 µM; CHO-OTR cells, Fluo-8 calcium fluorescence; normalized: DMSO 0%, oxytocin 100%; hit rate 0.32% among 320,000; P30559;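 active = activation above the mean of all tested compounds plus 3 SD, cutoff set per screening run, cut at about 20% in these data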;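 also: peak over basal fluorescence ratio from a 100 s FLIPR kinetic read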
NALP1 yeast inh = NALP1 inhibition | S. cerevisiae NALP1/ASC/caspase-1 growth, X-gal OD620, 72 h | inhibition, % at 10 µM | hit rate 0.61% among 280,000 | AID 2071; in the data active = inhibition mostly above about 24%, no sharp cut-off; inactive = mostly below about 32%; also: some compounds called inactive have numbers as strong as hits
OXTR potentiate = human OXTR potentiation; CHO-OTR cells, Fluo-8 calcium fluorescence, potentiator mode; 0% = oxytocin EC15, 100% = EC100; activation, % at 3 µM; hit rate 0.061% among 320,000;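 active = activation above that plate's cutoff, the mean activation of tested compounds plus 3 SD, cut at about 6.6% in these data, passing the limit was not always enough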;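 also: 100% uses oxytocin at 75 nM as the full agonist control; some results filed as inactive read as strong as hits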
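Material: human OTR in CHO cells. Compound: 3.0 µM, one dose. Timing: compound 6 min at room temperature before oxytocin, 100 s read. Evaluation: % activation of max/min ratio relative to oxytocin controls. Replication: single well per compound, singlicate. Signal: Fluo-8 calcium dye fluorescence.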
GalR3 antag = human GalR3 antagonism | HEK293 GalR3-CNG cAMP membrane potential fluorescence; galR3 body fused to GalR1 C-terminus | O60755 | inhibition, % at 3 µM | AID 651719 | hit rate 0.44% among 360,000;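 active = inhibition above the screen-wide average plus 3 SD, cut at about 13% in these data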;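 also: forskolin and galanin both at EC90 stimulate the cells; cAMP rise reported by CNG channel membrane potential dye signal; 0% = forskolin plus galanin with DMSO and 100% = forskolin alone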
Target sequence (O60755 1-299 limits assumed): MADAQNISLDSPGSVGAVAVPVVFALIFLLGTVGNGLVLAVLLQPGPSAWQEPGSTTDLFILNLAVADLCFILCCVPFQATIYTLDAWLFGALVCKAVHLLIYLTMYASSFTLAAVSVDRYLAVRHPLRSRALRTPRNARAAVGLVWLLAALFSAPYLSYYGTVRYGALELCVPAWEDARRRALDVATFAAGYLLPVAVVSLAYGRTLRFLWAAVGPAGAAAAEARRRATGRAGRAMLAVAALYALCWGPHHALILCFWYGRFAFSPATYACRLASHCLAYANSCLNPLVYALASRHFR
Active calls of the source: *; / = not tested or not shown.

cpd	canonical_smiles	PfM18AAP inh	V1R ag counter	GPR7 antag	MEKK2 mut-MEK5	MEKK2 WT-MEK5	OXTR agonist	NALP1 yeast inh	OXTR potentiate	GalR3 antag
1	COC(=O)C1SCC2C(=O)N(Cc3ccc(Cl)cc3)CC(=O)N21 (stereo unspecified)	-4	-0.4	0	-1	101	2.2	8	-12	8
2	O=C(N[C@H]1CCCCNC1=O)c1cc(COc2ccc(F)cc2F)on1	5	3.0	8	-7	97	2.8	21	-1	-3
3	CCOC(=O)N1CCC(NC(=O)CC2C(=O)NCCN2Cc2cccc(F)c2F)CC1 (stereo unspecified)	3	1.1	-9	6	107	1.4	7	0	0
4	C(=N\Nc1nc(N2CCOCC2)nc(N2CCOCC2)n1)/c1ccco1	7	-0.5	-8	4	105	0.3	5	2	/
5	Cc1sc2nc(CSCC(=O)Nc3c(F)cccc3F)[nH]c(=O)c2c1C	/	-0.4	/	/	/	-2.1	/	1	-5
6	COc1cc(NC(=S)NC2CC(C)(C)NC(C)(C)C2)cc(OC)c1	-4	0.5	-3	-6	104	1.2	-2	4	-1
7	COc1ccc(CN(C)C(=O)c2[nH]c(C)c(C(C)=O)c2C)cc1F	-5	5.8	-7	-3	98	5.5	14	-12	-4
8	CCC(=O)Nc1ccc(N2CCCCC2)c(C(=O)Nc2ccccc2C)c1	2	-0.3	-13	0	97	-0.7	2	0	-6

Reprinted from the part before: three entries; new compounds follow.
cpd	canonical_smiles	PfM18AAP inh	V1R ag counter	GPR7 antag	MEKK2 mut-MEK5	MEKK2 WT-MEK5	OXTR agonist	NALP1 yeast inh	OXTR potentiate	GalR3 antag
6	COc1cc(NC(=S)NC2CC(C)(C)NC(C)(C)C2)cc(OC)c1	-4	0.5	-3	-6	104	1.2	-2	4	-1
7	COc1ccc(CN(C)C(=O)c2[nH]c(C)c(C(C)=O)c2C)cc1F	-5	5.8	-7	-3	98	5.5	14	-12	-4
8	CCC(=O)Nc1ccc(N2CCCCC2)c(C(=O)Nc2ccccc2C)c1	2	-0.3	-13	0	97	-0.7	2	0	-6
9	COc1ccccc1CN(C)C(=O)c1cc(-c2cc(OC)c(OC)c(OC)c2)nc2ccccc12	-1	0.7	-4	-6	97	0.2	21	-5	6
10	CCC(=O)NCCc1nc(-c2ccccc2)no1	/	0.7	/	0	100	0.7	/	-6	2
11	CC(Oc1ccc(Cl)cc1)C(=O)N(C)CC(=O)Nc1ccc(N2CCOCC2)cc1 (stereo unspecified)	1	2.6	-6	3	104	1.5	20	-3	-2
12	CCOc1cccc(N(C(=O)c2ccco2)C(C(=O)NC2CCCC2)c2cccnc2)c1 (stereo unspecified)	-2	-0.1	12	0	106	-1.8	21	-11	0
13	Cc1cccc(NC(=O)CC2NCCNC2=O)c1 (stereo unspecified)	-3	0.7	-7	3	105	0.2	-18	-5	-4
14	CC(=O)Nc1ccc2c(c1)CN(c1cc(C)ccc1C)CO2	4	7.6	-2	11	117	11	37	-8	0
15	COCC(C)NC(=S)NCCc1ccc(Cl)cc1Cl (stereo unspecified)	5	-0.1	-4	2	105	-1.1	-16	-21	-7
16	CCC(=O)NC(c1cc(Cl)c2ccccc2c1O)C1CC1 (stereo unspecified)	/	-1.0	/	/	/	-1.0	/	-4	-3
17	CCOC(=O)/C(=N\Nc1ccc(Cl)cc1)c1csc(Nc2ccccc2)n1	12	0.5	-2	8	135*	0.5	48	-3	1
18	O=C(c1cccc(S(=O)(=O)N2CCCCC2)c1)N1CCN(S(=O)(=O)c2ccc(F)cc2)CC1	-5	6.3	-2	/	/	4.8	1	-8	1
19	O=C(CCCc1nc2ccccc2s1)N1CCN(c2ccccc2F)CC1	-6	0.5	-6	10	87	0.0	42	-12	3
20	Cc1nc(SCC(=O)Nc2ccccc2Cl)c2c(C)c(C)sc2n1	/	-0.5	/	/	/	-1.0	/	2	-5
21	Fc1ccc(CN2CCCCCCC2)cc1	13	0.8	-7	0	96	1.6	13	-2	2
22	O=C(CSc1n[nH]c(=O)n1Cc1ccco1)c1ccc(F)cc1	4	1.0	-9	28	133	0.6	16	-1	-2
23	COc1ccc(OCc2cc(C(=O)NC3CCc4ccccc43)no2)c(Cl)c1 (stereo unspecified)	-9	3.5	-14	7	110	2.8	11	-14	-5
24	CCn1c(SCC(=O)Nc2sc3c(c2C(N)=O)CCC(C)C3)nnc1-c1ccco1 (stereo unspecified)	21	1.4	-2	-3	93	1.4	0	-10	-1
25	CC(C)=CC(=O)N1CCC(N2CCC(C(=O)N3CCOCC3)CC2)CC1	-5	1.5	-12	2	99	0.8	-9	4	-3
26	CCN(CC)c1ccc2c(Cl)c(Br)c(=O)oc2c1	-13	85*	41*	-2	-27*	62*	-6	-22	/
27	O=C(Nc1ccccn1)c1ccc2ccccc2n1	5	-0.8	-7	0	105	-1.6	23	4	-6
28	C[C@H](NC(=O)c1nc[nH]c1C(=O)NCCCCCNC(=O)OC(C)(C)C)C(=O)OC(C)(C)C	-1	1.6	-3	1	86	3.5	-6	-8	-6
29	CSCC[C@H](NC(=O)[C@@H]1CSC2c3ccccc3C(=O)N21)C(=O)NC1CCCC1 (stereo partly specified)	-3	1.1	-11	0	96	-0.9	3	-2	4
30	CC(C)[C@H](NC(=O)c1ccccc1F)C(=O)NC1CCCCCCC1	/	-0.7	/	/	/	-2.7	/	-5	-5
31	COCC(C)n1c(C)cc(C(=O)COC(=O)CNC(=O)c2ccccc2)c1C (stereo unspecified)	-6	0.7	-12	0	106	0.0	24	-4	-5
32	COc1ccc(-c2nn(-c3ccccc3)cc2C(N)=O)cc1OC	-1	0.3	4	0	103	-0.9	23	-11	-8
33	O=C(N/N=C/c1ccccc1O)c1ccc2c(c1)OCO2	7	1.6	12	7	102	0.9	0	-7	0
34	Cc1ccnc(OC(C(=O)O)C(OCCc2ccccc2)(c2ccccc2)c2ccccc2)n1 (stereo unspecified)	2	-0.2	-15	1	100	-0.5	/	-14	-5
35	COc1ccccc1N1CCN(C2CCCN(C(=O)CCC(=O)N(C)C)C2)CC1 (stereo unspecified)	3	0.8	-13	6	100	1.2	0	10	-8
36	O=C(Nc1ccc2oc(-c3ccncc3)nc2c1)c1ccc(F)cc1	-3	8.8	-8	-12	90	0.9	0	-21	0
37	Cc1ccc(S(=O)(=O)NCCN2CCN(S(=O)(=O)c3ccccc3Cl)CC2)cc1	/	6.7	/	/	/	6.5	/	-13	-4
38	O=C(Nc1cccc(F)c1)c1ccc(Br)o1	3	1.1	-7	2	93	-1.4	34	-6	-8
39	S=C(/N=c1/sccn1Cc1ccccc1)NC1CC1	4	1.1	7	-7	92	0.3	4	-5	-11
40	O=C(CN1CCN(c2ccccc2)CC1)Nc1nnc(-c2ccccc2)s1	-2	-0.5	-11	/	/	0.3	-13	-5	-1
41	CC(=O)c1c(C)nc2ccc(Br)cc2c1C(=O)O	-10	0.4	15	5	106	1.1	-25	2	4
42	COc1ccc(N2C(=O)C3CCCN3C2c2ccccc2F)cc1 (stereo unspecified)	4	-0.2	15	1	96	0.2	2	-3	3
43	COc1cccc(NC(=O)Nc2nc(SC)ns2)c1	-10	9.9	-4	12	110	12	3	-8	-11
44	NC(=O)c1cccc([N+](=O)[O-])c1	/	0.7	/	/	/	1.1	/	-5	3
45	Nc1nc(-c2ccco2)nn1C(=O)c1ccc(Cl)cc1	-4	1.4	-4	/	/	0.7	4	-3	0
46	Cc1cc(C)n(-c2nc(NCCCN(C)C)c3c4c(sc3n2)COC(C)(C)C4)n1	-1	0.2	5	4	106	0.7	23	-7	-5
47	O=C(O)c1cc(NN=Nc2cccc(S(=O)(=O)O)c2)cc([N+](=O)[O-])c1	-12	1.3	-1	7	106	1.6	2	3	-6
48	O=C(O)c1cccc(NC(=S)NC(=O)c2ccc3ccccc3c2)c1	8	10	-4	7	105	7.6	6	-6	4
49	COc1ccc(-n2c(C)c3c(OC)cccc(=O)c3c2C)cc1	8	0.4	-5	/	/	-0.2	-8	-2	4
50	COCC(=O)NC1CCCCCC1	0	0.9	-9	1	102	0.8	1	3	-2
51	CC(C)Oc1ccc(CNC(=S)N/N=C/c2cccnc2)cc1	-6	2.0	5	5	102	-1.3	1	-3	-3
52	CCCCN(CC)S(=O)(=O)c1ccc(C(=O)Nc2nnc(-c3ccccc3Cl)o2)cc1	-3	-0.1	3	-1	105	-1.1	-3	-6	/
53	CC(=O)c1ccc2c(c1)C1C=CCC1C(c1ccc(S(=O)(=O)N3CCOCC3)cc1)N2 (stereo unspecified)	1	-0.7	-6	-1	96	-0.3	7	-1	-4
54	CC(C)(C)c1[nH]nc2c1C(c1ccc(OC(=O)c3ccco3)cc1)C(C#N)=C(N)O2 (stereo unspecified)	0	0.7	3	1	99	-0.2	27	2	-2
55	OCCC1CN(Cc2ccon2)CCN1CCc1ccccc1 (stereo unspecified)	3	0.9	-18	-9	89	1.0	11	1	-3
56	Cc1cc(C)c(S(=O)(=O)n2cnc3ccccc32)c(C)c1	1	0.5	13	2	99	1.3	-4	1	-12
57	Cc1ccc(C(=O)n2nc(-n3cccc3)c3c(C)cc(C)nc32)cc1	3	/	13	-48	96	/	-12	/	-14
58	CCOC(=O)N1CCN(C(=O)c2cc(OCC)c(OCC)c(OCC)c2)CC1	-6	0.0	0	-6	103	-1.6	-21	1	-8
59	Cc1cc(C)cc(NCc2cc(=O)oc3cc(-c4ccccc4)c(O)cc23)c1	3	0.1	-2	12	120	-0.2	32	-2	-3
60	COCc1ccc(C(=O)N(C)CC2CCCN(CCc3ccc(OC)cc3)C2)o1 (stereo unspecified)	-2	-0.2	-2	0	101	0.0	-3	4	-1
61	CCCCC(=O)Nc1cc(C)c2c(=O)oc3ccccc3c2n1	-1	-1.4	-10	6	100	-1.1	9	2	-1
62	O=C(CN1CCCCC1)N1CCN(C(=O)CN2CCCCC2)CC1	3	/	-6	-4	93	/	18	/	/
63	O=C(NNC(=O)c1ccccc1Br)c1ccccc1Cl	9	-0.5	-3	-6	96	1.0	7	2	-8
64	Cc1cc2ccccc2c(=O)n1CC(=O)NCC1COc2ccccc2O1 (stereo unspecified)	8	-1.0	5	7	113	-1.0	-18	-3	-2

Continued:
cpd	canonical_smiles	PfM18AAP inh	V1R ag counter	GPR7 antag	MEKK2 mut-MEK5	MEKK2 WT-MEK5	OXTR agonist	NALP1 yeast inh	OXTR potentiate	GalR3 antag
65	CCCn1nc(C(=O)NC2CCCC2)c2ccccc2c1=O	/	0.1	/	/	/	-2.5	/	-1	0
66	Cc1cc(C(F)F)n2nc(C(=O)Nc3c(F)cc(F)cc3Br)nc2n1	-1	0.3	-4	-1	97	-0.6	-2	-2	0
67	CC(=O)c1ccc(NC(=O)C(C)OC(=O)c2ccc(Br)o2)cc1 (stereo unspecified)	/	2.2	/	/	/	1.3	/	-5	-2
68	Cc1[nH]n(-c2ccccc2)c(=O)c1CCOC(=O)c1ccc(C(F)(F)F)cc1	0	6.2	-15	2	105	9.9	8	-21	-3
69	O=C(NCC(c1ccco1)N1CCOCC1)c1ccc([N+](=O)[O-])cc1 (stereo unspecified)	-1	1.9	5	-2	94	0.6	-4	0	2
70	CCOC(=O)c1c(NC(N)=O)nc2n1CCC2	-8	0.4	-4	7	107	-0.1	-5	-7	-1
71	CCC1=NC(c2ccc(OC)c(OC)c2)N(O)C1(C)C (stereo unspecified)	0	1.0	-10	-1	104	-0.4	-1	-14	-2

Screening data deposited in PubChem by several laboratories.
